Screens deposited in PubChem BioAssay by National Center for Advancing Translational Sciences (NCATS).
12-LOX inh – Primary qHTS assay for inhibitors of human arachidonate 12S-lipoxygenase (ALOX12): Round 2. Polyunsaturated fatty acid lipoxygenase ALOX12 (Homo sapiens), P18054. purified 12hLO, xylenol orange hydroperoxide absorbance. Potency, µM (doses to about 108 µM), for the others: at the top dose activity change, negative = inhibition, actives largely listed as inhibitors. 580,000 compounds, 1.1% hits. AID 1671190, 2021; active means well fitted inhibition curve with a large enough effect; inconclusive means small, poorly fitted or top-dose-only effect, or another doubt; inactive means no such curve, though single readings can be large or run the other way
Target sequence (P18054 whole entry, looked up): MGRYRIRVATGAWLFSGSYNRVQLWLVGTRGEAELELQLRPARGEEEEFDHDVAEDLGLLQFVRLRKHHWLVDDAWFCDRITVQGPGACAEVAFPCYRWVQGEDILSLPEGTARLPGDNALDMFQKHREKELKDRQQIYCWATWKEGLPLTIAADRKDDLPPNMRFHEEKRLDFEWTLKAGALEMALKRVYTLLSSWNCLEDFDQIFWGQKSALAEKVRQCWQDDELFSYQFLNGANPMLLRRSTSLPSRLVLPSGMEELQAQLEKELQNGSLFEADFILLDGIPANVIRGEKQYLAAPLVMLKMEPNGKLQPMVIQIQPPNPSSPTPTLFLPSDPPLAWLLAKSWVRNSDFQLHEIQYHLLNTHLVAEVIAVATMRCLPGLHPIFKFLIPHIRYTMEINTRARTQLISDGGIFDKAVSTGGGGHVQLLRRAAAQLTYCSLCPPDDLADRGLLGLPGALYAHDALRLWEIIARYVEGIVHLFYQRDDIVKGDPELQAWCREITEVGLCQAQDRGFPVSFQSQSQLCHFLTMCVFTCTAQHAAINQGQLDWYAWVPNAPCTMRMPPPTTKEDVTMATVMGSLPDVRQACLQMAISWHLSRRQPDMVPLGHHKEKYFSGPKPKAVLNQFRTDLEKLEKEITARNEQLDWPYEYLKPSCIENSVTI
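Purified human 12hLO at 150 nM in 25 mM Hepes, 0.01% Triton X-100, pH 7.0, preincubated 15 min at room temperature with compound. Reaction started with 40 uM arachidonic acid, 30 min at room temperature. Hydroperoxide measured by Fe-xylenol orange, 573/405 nm absorbance ratio.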
Numbers without * were called inactive; u = inconclusive; [ ] = dose if it differs, or a comment. On the % scale 0 is the no-effect control and ±100 the full control effect; potency means the concentration at half of the fitted maximal effect. The list is partial; the hit share may differ from the screen's.

entry | compound | 12-LOX inh
1 | Cc1ccc(CC2CC(=O)N(c3ccc4ccccc4n3)C2=O)cc1 (stereo not given) | -5.4%
2 | Cc1ccc(CC(=O)N2CCN(c3cc(C(F)(F)F)ncn3)CC2)cc1 | u
3 | COc1ccc(-c2c(C)oc3cc(OC(C)=O)ccc3c2=O)cc1OC | -48.1%
4 | CCCCNc1cccc2c1S(=O)(=O)N[C@H](C)CO2 | u
5 | CC(C)(O)C#Cc1ccc(CN2CCc3nnc(CNC(=O)c4cccc(F)c4)n3CC2)cc1 | 2.7%
6 | O=C(O)C[C@@H]1CCN(C(=O)COc2ccccc2)C[C@@H]1CCN1CCCCC1 | u
7 | CC(=O)NC[C@H]1O[C@@H](CC(=O)NCc2ccc(F)cc2)[C@H](O)[C@@H]1O | 7.3%[176 µM]
8 | CCn1cc(CN2CCOc3ccc(C(=O)NCc4ccccc4F)cc3C2)cn1 | 23.8%
9 | Cc1ccc(CN(C(=O)c2cc(=O)c3cc(Cl)ccc3o2)c2ccccn2)cc1 | u
10 | Cc1ccn2c(-c3csc(Nc4ccc(C(=O)O)cc4)n3)c(C)nc2c1 | u
11 | CCNC(=O)NCC1Cn2cccc2CN1C (stereo not given) | 81.0%[activator]
12 | COc1ccc(C(=O)N2CCc3ccccc3C2)cc1S(=O)(=O)N1CCCC1 | 10.5%
13 | O=C(NCCCn1ccnc1)c1cnc2c(c1)N(C(=O)CCc1ccccc1)CCC2 | 73.7%[activator][176 µM]
14 | CN(C)C[C@@H]1CN(c2ccccn2)C[C@H]1NC(=O)c1ccc2c(c1)OCO2 | 21.7%
15 | N#Cc1nc(-c2ccco2)oc1N1CCN(C(=O)c2ccccc2Cl)CC1 | 7.3%

Three entries from above, field by field.
10. Cc1ccn2c(-c3csc(Nc4ccc(C(=O)O)cc4)n3)c(C)nc2c1
  12-LOX inh = u
11. CCNC(=O)NCC1Cn2cccc2CN1C (stereo not given)
  12-LOX inh = 81.0%[activator]
12. COc1ccc(C(=O)N2CCc3ccccc3C2)cc1S(=O)(=O)N1CCCC1
  12-LOX inh = 10.5%

The list goes on.
entry | compound | 12-LOX inh
16 | CN1CCCCCC(O)c2cc(C(=O)NCc3ccccn3)ccc21 (stereo not given) | 55.2%[activator]
17 | CCOc1cc(-c2nc(C3CC(=O)N(c4ccc(OC)cc4)C3)no2)cc(OCC)c1OCC (stereo not given) | 27.8%
18 | COc1ccc(C(CC(=O)N2CCCCC2)c2c[nH]c3ccccc23)cc1OC (stereo not given) | 17.5%
19 | Cc1ccc(CNC(=O)C2(CCO)CCN(Cc3ccccc3)C2)o1 (stereo not given) | 43.4%
20 | COc1cccc(NC(=O)Cn2c(N3CCc4ccccc4C3)nc(C)cc2=O)c1 | 28.2µM*
21 | COc1ccc(Cl)cc1NC(=O)c1ncoc1-c1ccco1 | -23.6%
22 | O=C(Cc1ccsc1)N1CCCn2cc(-c3ccccc3F)nc21 | -4.8%
23 | CCCNC(=O)N1CCOC[C@H](Oc2ccc(OC)cc2)C1 | 22.9%[176 µM]
24 | CN1C(=O)CO[C@H]2CN(C(=O)c3ccccc3)C[C@H]21 | 2.7%[176 µM]
25 | O=C(NCc1ccc2c(c1)OCCO2)N1CCN(S(=O)(=O)c2cccc(Cl)c2Cl)CC1 | u
26 | O=C(NCCc1ccc(F)cc1)c1cc2ccccc2[nH]1 | -0.6%
27 | CCCCN1C(=O)C(CC(=O)NCc2cccs2)CC(C(=O)N(C)C)=C1C (stereo not given) | 14.9%
28 | Fc1cccc(Nc2nc(-c3ccccc3)no2)c1 | 35.5µM*
29 | CCN1CCN(CCNC(=O)CCn2ccc3cc(S(=O)(=O)N4CCCCC4)ccc32)CC1 | -6.2%
30 | O=C(Nc1ccc(-c2nnnn2C2CC2)cc1)C1CCCC1 | u
31 | Cc1cc(=O)n2c(C(=O)Nc3cccc(Cl)c3)c(C(=O)Nc3ccccc3)sc2n1 | u
32 | COc1cccc(-c2nc(-c3nnn4c3COC(c3ccc(Cl)cc3)C4)no2)c1 (stereo not given) | 23.9%
33 | O=S(Cc1ccccc1)Cc1cccc(C(F)(F)F)c1 (stereo not given) | 47.9%[activator]
34 | Cc1c(C(=O)NCc2ccc(C(F)(F)F)cc2)sc(=O)n1Cc1cccc(F)c1 | -9.9%
35 | CN(Cc1ccccc1C(F)(F)F)C(=O)c1ccccc1F | 52.5%[activator][176 µM]
36 | C/C(=N\O)c1cccs1 | u
37 | CC(=O)SC[C@@H](C)C(=O)N1CCC[C@H]1C(=O)N[C@@H](Cc1ccccc1)C(=O)O | -9.0%[57.4 µM]
38 | O=C1CCCC2=C1C(c1cc(Cl)c(O)c(Cl)c1)C1=C(CCCC1=O)O2 | u
39 | NS(=O)(=O)c1cccc(NC(=O)c2cn(Cc3ccccc3)nc2-c2ccccc2)c1 | -2.9%
40 | CS(=O)(=O)N1CCC(OC2CCN(C(=O)NCc3ccco3)CC2)CC1 | 4.6%
41 | CCOc1ccc(S(=O)(=O)N(CC)CC(=O)NCC2CCCO2)cc1 (stereo not given) | 5.9%
42 | COCCNc1ncnc2c1CN(C1CCCNCC1)C(=O)CN2C (stereo not given) | u
43 | Cc1ccccc1NC(=O)c1nc(-c2ccccc2)oc1C | 26.0%
44 | O=C1NC(Cc2ccc(O)cc2)c2nc3ccc(F)cc3c(=O)n2-c2ncccc21 (stereo not given) | -20.0%
45 | O=C(NCc1ccccc1)OC1CC2CC1[C@H]1CCCCN1C2=O (stereo not given in full) | -29.9%
46 | CN(C(=O)COC(=O)c1csc(NCc2ccccc2)n1)c1ccccc1 | u
47 | O=C1CCN(C(=O)c2ccco2)CCCCCCN1 | 49.0%[activator]
48 | CC(C)(C)OC(=O)NCC(=O)O | u
49 | O=C(CCc1ccccc1)N1CCCC(c2noc(COc3ccccc3F)n2)C1 (stereo not given) | 0.4%
50 | Cc1cn2nc(C(=O)NC3CCCCC3)cc2c(N2CCCC2)n1 | 28.1%
51 | CCCNC(=O)C1(C)CCN(Cc2ccc(OC)c3ccccc23)C1 (stereo not given) | -28.7%
52 | Oc1ccc(C2CCN(c3ccnc4ccccc34)CC2)cc1O | 3.06µM*
53 | CC(=O)N(C1CC1)C1CCOC2(CCN(C(=O)c3sc(C)nc3C)CC2)C1 (stereo not given) | 37.7%[activator]
54 | COc1ccc(F)cc1CN1CCC(O)(CN2CCCCC2)C1 (stereo not given) | 43.7%[activator]
55 | COCCOc1ccc(C(=O)N[C@@H]2CN(C(=O)Nc3cccc(C(F)(F)F)c3)CCC[C@H]2O)cc1 | 6.7%
56 | COc1ccc(-c2nnc(CN3CCCC3c3cccn3C)o2)cc1 (stereo not given) | -22.9%
57 | Cc1cc(C)cc(NC(=O)C2CCN(C(=O)c3ncn4c3COC(c3ccc(F)cc3)C4)CC2)c1 (stereo not given) | 7.8%
58 | COc1ccc(C(=O)N2CCN(Cc3cc(=O)oc4cc(C)ccc34)CC2)c(OC)c1 | u
59 | CC(NNC(=S)N1CCCCCC1)c1ccc2ccccc2n1 (stereo not given) | u
60 | O=C(C(=O)N1CCC(CNS(=O)(=O)c2ccccc2)CC1)c1cc2ccccc2o1 | -5.6%
61 | COC(=O)[C@@]12C[C@@H](CC(=O)NCC3CCCCC3)C(=O)N(CCc3ccc(OC)c(OC)c3)C1=CCC(C)(C)C2 | -15.6%
62 | CC(O)(c1cccc(F)c1)c1nc(-c2ccccc2)cs1 (stereo not given) | 10µM*
63 | CC(=O)N1CCC2(COc3ncccc3[S+](=O)([O-])N2)C1 (stereo not given) | -0.9%[6.33 µM]
64 | CC1CC1C(=O)NCCC(=O)Nc1cccc(C#N)c1 (stereo not given) | u
65 | CC(=O)N1C[C@@H](C(=O)N2CCOCC2)[C@H](c2nc(C)no2)C1 | 65.3%[activator]
66 | Cc1ccc(S(=O)(=O)N2[C@H](CC(=O)c3ccccc3)OC[C@@H]2C(C)C)cc1 | -6.3%
67 | CC(C)N1C(=O)C(CC(=O)NCC2CCN(Cc3cccc(F)c3)CC2)=C2CCCCC21 (stereo not given) | 21.4%
68 | COc1ccc(/C=C/c2ccc3c(c2)C(=O)N2C[C@@H](NC(=O)CC(C)(C)CC(=O)O)C[C@H]2C(=O)N3)cc1 | u
69 | COCC(=O)N1CCC(c2nn(-c3ccccc3)c(=O)[nH]2)CC1 | 60.7%[activator][176 µM]
70 | CCCNC(=O)C1(C)CCN(Cc2ccc(C(=O)OCC)cc2)C1 (stereo not given) | -7.1%
71 | CCCCc1ncc(CN2CCCC(c3cccc(C(=O)O)c3)C2)[nH]1 (stereo not given) | -2.4%
72 | Cn1ccc(C(=O)NCc2nnc3n2C(C(=O)NCC2CC2)CC3)n1 (stereo not given) | u
73 | O=C(CS(=O)(=O)c1ccccc1)N[C@H]1CCN2C(=O)[C@H](Cc3ccc(F)cc3)NC(=O)[C@@H]2C1 | -4.2%
74 | CCc1ccc(C(=O)NCc2nnc3cc(-c4nc(C)no4)ccn23)cc1 | 40.9%[activator]
75 | CCn1cc(-c2cc3c(cn2)CN(CCc2ccccc2)CCN3)cn1 | 8.2%[176 µM]

Following part
entry | compound | 12-LOX inh
76 | CCOc1nc2ccccc2nc1N1CCC(C(=O)Nc2cccc3ccccc23)CC1 | -0.1%
77 | Cc1nc(SCc2csc(Cc3ccc(Cl)cc3)n2)sc1CC(N)=O | u
78 | Clc1ccc(-c2cnc(-c3ccncc3)o2)cc1 | u
79 | CC1=NOC2(CCN(C(=O)c3ccccc3F)C2)C1 (stereo not given) | 70.2%[activator][176 µM]
80 | CC(C(=O)NCCN1CCCC1)C1CCN(C(=O)c2ccc3nc(-c4ccccc4)oc3c2)CC1 (stereo not given) | -0.4%
81 | CCCOc1cc(C)c2c(c1C)C[C@H](C(C)C(=O)N1CCC(O)CC1)CC2 (stereo not given in full) | u
82 | COc1ccc(C(=O)N2CCN3C(=O)N(CC(N)=O)C(=O)[C@@H]3C2)cc1 | -2.6%[176 µM]
83 | CN(C)[C@@H]1CN(Cc2cccc(F)c2F)CC[C@@H]1CNC(=O)C1CC1 | 64.5%[activator]
84 | CCCN(CC1CCOC1)C(=O)Nc1ccc(Br)cc1 (stereo not given) | 34.5%[activator]
85 | COc1ccc(C(=O)COC(=O)C2COc3ccccc3O2)c(OC)c1 (stereo not given) | 6.9%
86 | O=c1n(CC2CC2)nc2n1CCN(Cc1ccc3cc[nH]c3c1)CC2 | 19.8%
87 | O=C(C1CC1)N1Cc2ccccc2NC(=O)C12CCNC2 (stereo not given) | -1.6%[12.5 µM]
88 | O=C1CC(c2ccccc2)N(Cc2ccncc2)CCCN(C(=O)c2ccc3ccccc3n2)CCN1 (stereo not given) | -12.3%
89 | Cc1nc(NC(=O)N2CCC[C@@H]2C(N)=O)sc1-c1csc(C(C)(C)C)n1 | 2.1%[57.4 µM]
90 | CN(C)CCNC(=O)c1cccc(-c2cnc3c(NC=O)cc(-c4ccc(C(=O)N5CCOCC5)cc4)cn23)c1 | 11.2%

A second format for three compounds above:
86	O=c1n(CC2CC2)nc2n1CCN(Cc1ccc3cc[nH]c3c1)CC2
  12-LOX inh: 19.8%

80	CC(C(=O)NCCN1CCCC1)C1CCN(C(=O)c2ccc3nc(-c4ccccc4)oc3c2)CC1 (stereo not given)
  12-LOX inh: -0.4%

79	CC1=NOC2(CCN(C(=O)c3ccccc3F)C2)C1 (stereo not given)
  12-LOX inh: 70.2%[activator][176 µM]

Going on with the list.
entry | compound | 12-LOX inh
91 | COc1ccc2nc3n(c(=O)c2c1)-c1ncccc1C(=O)NC3C (stereo not given) | u
92 | COC1CCN(C(=O)c2ccnc(-c3nnc4ccc(N(C)c5ccccc5)nn34)c2)CC1 | u
93 | CCC1c2nccn2CCCN1C(=O)Cc1ccc(OC)cc1 (stereo not given) | -6.3%
94 | O=C1Nc2ccc(-c3ccccc3F)cc2C(=O)N2CCN(C(=O)c3cccnc3)C[C@H]12 | 25.7%[176 µM]
95 | N#Cc1ccccc1S(=O)(=O)N[C@H]1CO[C@H]2[C@@H]1OC[C@H]2OC(=O)Nc1cccc(C(F)(F)F)c1 | -7.1%
96 | O=C(NCCOc1ccccc1)c1ccc2c(c1)OCCN(CCC(F)(F)F)C2 | -17.5%[176 µM]
97 | COC(=O)Cc1ccc(OC2(C)CCN(Cc3ccc4c(c3)OCCO4)C2)cc1 (stereo not given) | -8.8%
98 | O=C(COc1ccccc1)Nc1ccc([C@@H](O)[C@H]2COCC(=O)N2Cc2ccc(F)cc2)cc1 | 11.5%
99 | CC(C)CNC(=O)c1ccc2c(=O)n(CCc3ccccc3)c(SCC#N)nc2c1 | 27.3%
100 | Cc1cc2c(c(=O)n(-c3ccc(F)cc3)c(=O)n2CC(=O)Nc2cccc(C#N)c2)n1C | u
101 | CC(=O)Nc1ccc(NC(=O)CCSC2CCc3ccccc3NC2=O)cc1 (stereo not given) | -1.2%
102 | COc1ccc(CN2C[C@H](COCc3ccccc3)Oc3cccc(Oc4ccc(C(C)C)cc4)c3S2(=O)=O)cc1 | 12.7%
103 | CCOc1cccc(CNC(=O)c2ccc(Cn3ccn4nc5c(c4c3=O)CCCC5)cc2)c1 | 24.0%
104 | Cc1c(Cl)cccc1NC(=O)CCNC(=O)CCC(=O)c1cccs1 | u
105 | O=C1CC(c2ccccc2)N(C(=O)CNS(=O)(=O)c2ccc3c(c2)CCC3)CCCCCN1 (stereo not given) | -13.2%
106 | CCN(CC)C(=O)C(C)[C@@H]1CC[C@@]2(C)CC[C@H](NC(=O)C3CC3)[C@@H](C)[C@@H]2[C@H]1O (stereo not given in full) | -23.5%[176 µM]
107 | CCn1nccc1NC(=O)c1csc([C@@H]2C[C@H](O)[C@@H](CO)O2)n1 | -0.5%
108 | N#C/C(=C\c1cccn1-c1ccccc1)c1ccccc1 | u
109 | CCc1nc2ccc(C(=O)NCCCN3CCCC3=O)cn2c1N(C)Cc1ccc(OC)cc1 | -2.4%
110 | COC(=O)c1ccc(COC(=O)/C=C/c2ccc(OCC#N)c(OC)c2)cc1 | -10.4%
